Screens as filed in PubChem.
MsrA act – bovine MsrA enzyme activators, primary screen, biochemical, absorbance, HTS; 360,000 compounds, 0.3% hits; Methionine sulfoxide reductase A (Bos taurus); activation, % at 10.6 µM; purified bovine MsrA, absorbance read-out; in the data active = activation above about 7.5%;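 note: 0% = vehicle and 100% = reference activator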
Rin1-Abl PPI inh – inhibitors of Rin1-Abl protein binding, primary screen, biochemical, TR-FRET. inhibition, % at 7.35 µM. 360,000 compounds, 0.4% hits. Tyrosine-protein kinase ABL1 (Homo sapiens) + Ras and Rab interactor 1 (Homo sapiens), …; in the data active = inhibition above about 5%, passing the limit was not always enough
NRP1-CendR mod – modulators of CendR peptide binding to NRP-1, primary screen, biochemical, fluorescence polarization, uHTS; AID 602438, 2012; FAM-RPARPAR peptide binding to NRP-1; Neuropilin-1 (Homo sapiens), O14786; 360,000 compounds, 0.85% hits; inhibition, % at 25 µM;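 active = inhibition or corrected inhibition above about 18%, plus a signal ratio from 0.5 to 1.5, limit read from the data, passing the limit was not always enough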; note: strong numbers were not always called active
Neddylation inh – inhibitors of cullin neddylation, primary screen, biochemical, TR-FRET, uHTS, NAE and Ubc12. calls only at 25 µM. NEDD8-conjugating enzyme Ubc12 (Homo sapiens) + NEDD8-activating enzyme E1 regulatory …. 360,000 compounds, 0.58% hits; in the data active = inhibition above about 36%
eLon inh – inhibitors of E. coli Lon protease, primary screen, biochemical, fluorescence polarization. 360,000 compounds, 0.42% hits. purified E. coli Lon protease. P0A9M0. inhibition, % at 7.94 µM; in the data active = inhibition above about 13%, passing the limit was not always enough;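 note: 0% = enzyme with probe and DMSO and 100% = no enzyme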
Target sequence (P0A9M0 whole entry, looked up): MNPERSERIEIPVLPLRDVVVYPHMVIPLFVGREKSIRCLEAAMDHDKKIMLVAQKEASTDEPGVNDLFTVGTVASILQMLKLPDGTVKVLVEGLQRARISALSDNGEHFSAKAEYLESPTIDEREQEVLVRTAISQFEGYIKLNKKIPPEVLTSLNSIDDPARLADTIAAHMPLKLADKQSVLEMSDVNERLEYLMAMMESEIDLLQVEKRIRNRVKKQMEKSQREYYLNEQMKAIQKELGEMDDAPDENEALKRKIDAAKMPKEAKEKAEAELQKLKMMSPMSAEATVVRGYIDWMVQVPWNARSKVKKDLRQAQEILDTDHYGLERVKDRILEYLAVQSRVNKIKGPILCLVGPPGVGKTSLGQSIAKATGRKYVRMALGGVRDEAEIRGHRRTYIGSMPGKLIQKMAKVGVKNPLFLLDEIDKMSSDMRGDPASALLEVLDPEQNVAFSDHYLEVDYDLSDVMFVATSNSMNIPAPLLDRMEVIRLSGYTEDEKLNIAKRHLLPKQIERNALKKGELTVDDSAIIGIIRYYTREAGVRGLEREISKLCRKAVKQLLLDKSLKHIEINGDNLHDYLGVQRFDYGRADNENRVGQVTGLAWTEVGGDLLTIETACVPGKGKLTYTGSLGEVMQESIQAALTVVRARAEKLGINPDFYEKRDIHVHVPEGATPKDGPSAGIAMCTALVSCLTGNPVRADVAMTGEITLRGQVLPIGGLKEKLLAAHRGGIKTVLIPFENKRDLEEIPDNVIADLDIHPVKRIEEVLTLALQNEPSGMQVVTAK
MLLE-PAM2 inh – inhibitors of PABP1 MLLE–PAM2 peptide binding, primary screen, biochemical, fluorescence polarization, FITC-PAM2, GST-MLLE; Polyadenylate-binding protein 1 (Homo sapiens), P11940; AID 588489, 2011; 360,000 compounds, 0.36% hits; inhibition, % at 20 µM; in the data active = inhibition above about 35%, passing the limit was not always enough;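 note: plate controls were DMSO wells with GST-MLLE for no effect and wells lacking GST-MLLE protein for full effect; some results filed as inactive read as strong as hits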
MT1-MMP act inh – blockers of MT1-MMP proenzyme processing, primary screen, HT1080 RFP-PRO-GFP cells, GFP/RFP fluorescence; AID 651647, 2012; Matrix metalloproteinase-14 (Homo sapiens), P50281; GFP/RFP ratio change, % at 20 µM; 360,000 compounds, 0.061% hits; GFP/RFP ratio fluorescence, overnight; percent of plate control window, DMSO zero;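 active = GFP/RFP ratio change of at least 30% with cell ATP level not reduced by more than half and red fluorescence within 50% of control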; note: strong numbers were not always called active
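Material: RFP-PRO-GFP reporter HT1080 cells. Dosing: single-point 20 µM compound, 1% DMSO. Controls: DMSO and RFP-L50D-GFP cell wells. Timing: cells overnight before dosing, compound overnight, 37 °C, 5% CO2. Measure: GFP/RFP fluorescence ratio.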
SKN-1 block – suppressors of acrylamide-induced Pgst-4::GFP reporter in worms, primary screen, SKN-1 inhibitor project, whole organism, uHTS, GFP/RFP fluorescence ratio, strain VP596; C. elegans VP596 Pgst-4::GFP/RFP ratio, 24 h; inhibition, % at 21.8 µM; 360,000 compounds, 0.49% hits; AID 624304, 2012;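 active = interference check ratio from 0.5 to 1.5 plus GFP to RFP signal ratio inhibition reaching or exceeding a fixed threshold, cut at about 30% in these data, passing the limit was not always enough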; note: some compounds called inactive have numbers as strong as hits
FAS TE block – FAS thioesterase domain inhibitors, primary screen, biochemical, fluorescence intensity, uHTS; Fatty acid synthase (Homo sapiens), P49327; recombinant FAS-TE, OMFH fluorogenic substrate, fluorescence endpoint; inhibition, % at 15 µM; 360,000 compounds, 0.67% hits; AID 602261, 2012;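 active = compounds whose normalised, plate-corrected inhibition of enzyme fluorescence in the single-dose primary screen is 50% or more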;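 note: 0% = DMSO with enzyme and 100% = substrate without enzyme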
* marks the source's active call; other numbers are inactive results; i = inactive; x = not tested or not shown.

SMILES	MsrA act	Rin1-Abl PPI inh	NRP1-CendR mod	Neddylation inh	eLon inh	MLLE-PAM2 inh	MT1-MMP act inh	SKN-1 block	FAS TE block
Cc1ccc(S(=O)(=O)NCCC(=O)NC(C)c2ccccc2)cc1 (centres undefined)	4	0	-1	i	-5	7	-1	-9	-3
O=S(=O)(CC(O)COc1ccccc1Cl)c1ccccc1 (centres undefined)	-2	-2	-4	i	3	1	0	3	-4
CC[C@@]12C(=O)N(c3cccc(Br)c3)C(=O)N1[C@H](c1cccc(C)c1)[C@@H]1C(=O)N(Cc3ccccc3)C(=O)[C@@H]12	-1	-2	15	i	5	-9	-1	22	55*
COc1ccc(C)cc1NC(=O)CN1c2cccc3cccc(c23)S1(=O)=O	-4	0	-10	i	4	-16	8	-14	24
CC1CCN(C(=O)CSc2nc3c(cnn3-c3ccc(Cl)cc3)c(=O)[nH]2)CC1	3	3	-7	i	-18	9	4	0	15
CCC(C)NC(=O)CSc1nc2ccccc2c(=O)n1CCCN1CCCCC1 (centres undefined)	-5	1	4	i	-6	4	-2	4	-2
COc1cccc(CN2CC(C(=O)N(C)Cc3ccc(C)cc3)CCC2=O)c1 (centres undefined)	-5	2	8	i	-4	-4	1	-16	-4
COC(=O)c1c(C(=O)OC)c(-c2ccc(OC)cc2)n2c1CS(=O)C2 (centres undefined)	-6	2	14	i	-10	-14	-2	-15	-8
COc1cc(OC)c(NC(=O)c2sc3ncn(CC(=O)N4CCOCC4)c(=O)c3c2C)cc1Cl	1	4	2	i	-5	-6	7	-2	-2
COc1cccc(N=C(N)N)c1	-3	-6	-7	i	-4	5	1	-5	-4
CCCNC(=O)c1ccc(SC)cc1OC	-7	0	-12	i	0	5	-4	-9	-1
S=c1[nH]nc(C2CC2)n1Cc1ccccc1	-6	3	1	i	7	0	0	-21	-7
CCN(CC)CCn1c(-c2ccccc2)nc(=S)c2c1CC(C)(C)OC2	-6	2	23	i	-7	-7	4	-41	-3
O=C(c1ccc(Cl)cc1)N1CCN=C1c1ccccc1	-4	-1	0	i	15	11	2	1	-4
COc1cc(OC)cc(C(=O)N2CCN(S(=O)(=O)c3ccc4c(c3)OCCO4)CC2)c1	-5	0	-5	i	-6	-1	1	-4	3
CCNC(=S)/N=C(/Nc1ccc(OC)cc1)Nc1nc(C)cc(C)n1	-1	0	8	i	12	29	-3	-2	17
CC(C)=CC(O)C/C(C)=C/COc1ccc2ccc(=O)oc2c1 (centres undefined)	-1	0	26*	x	7	-14	-42	7	1
C=CCNC(=S)NNC(=O)c1cc(O)ccc1O	-1	3	12	i	-1	-5	7	-1	-1
CCOC(=O)c1ccc(NC(=S)N2CCC(O)CC2)cc1	-1	0	13	i	3	-53	-2	3	-3
O=C(NC1=NCCS1)c1cccc2ccccc12	-8	-8	-4	i	9	-9	-2	-1	-4
O=C(CCC(=O)Nc1ccc(F)cc1)N/N=C/c1ccc(O)cc1	-9	0	3	i	4	-9	2	-11	-2
CCCCCCCc1n[nH]c(=S)n1Cc1ccccc1	-2	-1	9	i	1	-61	-1	-1	23
CCOC(=O)c1ccccc1NC1OC(=O)c2ccccc21 (centres undefined)	-8	-1	-1	i	-6	0	-3	-18	-6
CN(C)C=Nc1nc2ccccc2nc1N1CCCC1	-3	5	-6	x	15	26	-7	-6	-6
CCOC(=O)C1CCN(C(=O)c2ccc(Br)o2)CC1	1	2	3	i	2	14	5	8	-8

The final 4 compounds of the part before come first, to join the parts:
SMILES	MsrA act	Rin1-Abl PPI inh	NRP1-CendR mod	Neddylation inh	eLon inh	MLLE-PAM2 inh	MT1-MMP act inh	SKN-1 block	FAS TE block
CCCCCCCc1n[nH]c(=S)n1Cc1ccccc1	-2	-1	9	i	1	-61	-1	-1	23
CCOC(=O)c1ccccc1NC1OC(=O)c2ccccc21 (centres undefined)	-8	-1	-1	i	-6	0	-3	-18	-6
CN(C)C=Nc1nc2ccccc2nc1N1CCCC1	-3	5	-6	x	15	26	-7	-6	-6
CCOC(=O)C1CCN(C(=O)c2ccc(Br)o2)CC1	1	2	3	i	2	14	5	8	-8
O=C(CSc1nnnn1-c1ccccc1)Nc1ccc(N2CCOCC2)cc1	-8	-2	8	i	-3	-56	0	-6	-2
C/C(=N\S(=O)(=O)c1ccc(C)cc1)NC(=S)Nc1ccccc1	-1	-1	5	i	1	29	0	-12	6
CCCCn1c(N)c(N(CCOC)C(=O)CSc2nnc(-c3ccncc3)n2CCC)c(=O)[nH]c1=O	-4	0	4	i	-7	-3	0	-3	-5
COc1cccc(N2C(=NC(=O)C3CCCO3)SC3CS(=O)(=O)CC32)c1 (centres undefined)	-2	2	9	i	2	7	-1	1	-5
Cc1cc(=O)oc2cc(OCCSc3nnc(-c4ccccc4)o3)ccc12	-1	2	-7	i	-4	11	-4	1	19
O=c1cc2c(nn1Cc1cccc(Cl)c1)-c1ccccc1CC2	-3	1	-2	i	5	2	-5	-2	21
CC1CCC(NC(=O)C2CCN(C(=O)Nc3ccccc3)CC2)CC1 (centres undefined)	-1	-1	-4	i	-5	8	-1	5	-3
O=c1[nH]cnc2sc(-c3ccccc3)cc12	0	-8	-9	i	-3	7	34*	18	0
CCCCN(C)CCCNC(=O)C1CC(=O)N(Cc2ccc(OC)cc2)C1 (centres undefined)	1	0	1	i	-3	-7	0	11	-7
CCOC(=O)CCC(NC(=O)c1ccc(NCN2C(=O)c3ccccc3C2=O)cc1)C(=O)OCC (centres undefined)	-8	0	-13	i	-6	13	-2	-23	-4
O=C(O)CSc1nc2ccccc2n1C1CCCCC1	-7	-5	-2	i	7	-61	0	0	-5
Cn1c(SCC2CCCCC2)nnc1-c1ccncc1	0	1	-4	i	2	-2	-1	26	-4
CS(=O)(=O)c1ccc(-c2nnc(NC(=O)c3ccc(S(=O)(=O)N4CCCC4)cc3)o2)cc1	-2	2	1	i	1	5	0	-2	-7
CCOc1ccc(-c2nnc(NC(=O)CCCOc3cccc(C)c3)o2)cc1	3	5	-8	i	-13	0	9	4	-11
O=S(=O)(c1ccc(Cl)cc1)c1nc(-c2ccco2)oc1N1CCCCC1	-3	-2	2	i	-10	-18	-2	0	18
COc1ccc([C@H]2C[C@@H](O)[C@H](n3cc(C4CC4)nn3)CN2C(=O)c2cccs2)cc1	-1	-1	-13	i	1	0	1	5	-6
O=C(Cn1cnc2c(cnn2-c2ccccc2)c1=O)OCc1ccccc1	-3	3	-4	i	-3	1	2	-5	1
COc1cccc(NC(=O)N(C)C[C@H]2OCc3cn(nn3)CCCC(=O)N([C@@H](C)CO)C[C@@H]2C)c1	1	-5	-9	i	6	-6	1	7	-10
COc1ccc(C(=O)Nn2c(SCC(=O)c3ccccc3)nc3ccccc3c2=O)cc1	3	6	-3	i	-11	1	-2	4	-4
Nc1ccc2c(c1)C(=O)CCC2	-3	-3	3	i	-5	-2	5	3	-10
Cc1cc(C)n(CC(=O)NNC(=O)C2CC(=O)N(Cc3ccccc3Cl)C2)n1 (centres undefined)	-1	0	-3	i	3	-6	0	2	-4
CCS(=O)(=O)N1Cc2ccccc2CC1C(=O)NCCc1ccccc1 (centres undefined)	-1	-5	-7	i	-12	-4	1	17	-3
COc1cc(C2=NOC(C(=O)NCc3cccnc3)C2)cc(OC)c1OC (centres undefined)	-1	3	-5	i	-8	5	1	11	-4
COc1ccc(NC(=O)n2nc(OC(=O)c3cccs3)cc2N)cc1	1	-2	-2	i	-5	-4	5	3	16
Cc1ccc(S(=O)(=O)NCC(=O)OCc2nnc(-c3ccccc3)o2)cc1	0	0	-2	i	-2	12	0	5	-1
Following part:
SMILES	MsrA act	Rin1-Abl PPI inh	NRP1-CendR mod	Neddylation inh	eLon inh	MLLE-PAM2 inh	MT1-MMP act inh	SKN-1 block	FAS TE block
Cc1[nH]ccc(=O)c1OCc1ccccc1	-3	2	16	i	4	5	2	22	-5
FC(F)(F)Oc1ccccc1C(c1nnnn1C1CCCC1)N1CCN(C/C=C/c2ccccc2)CC1 (centres undefined)	-3	2	8	i	-10	6	-10	15	25
O=c1cc(-c2ccccc2)nc2n1Cc1ccccc1-2	-1	0	2	i	-1	-22	3	7	-5
O=C(CN1CCN(C(=O)c2ccccc2)CC1)Nc1ccccc1	-3	0	5	i	1	-12	-2	15	-3
CCOC(=O)c1[nH]c(C)c(/C(O)=C2\C(=O)C(=O)N(CCCn3ccnc3)C2c2ccncc2)c1C (centres undefined)	-5	-1	1	i	-1	3	1	-6	-5
O=C(COC(=O)CCOc1ccccc1)Nc1cc(S(=O)(=O)N2CCCCC2)ccc1Cl	-7	4	4	i	-5	-12	9	-8	21
C=CCn1c(SCC(=O)Nc2ccc(F)cc2)nc2cc(C(=O)O)ccc2c1=O	-9	1	3	i	-9	-12	-3	6	-2
CC1=C(C(=O)OCC(C)C)C(c2cc3c(cc2Br)OCO3)NC(=O)N1C (centres undefined)	1	-1	-2	i	-2	11	-14	11	12
CN1OC[C@@H]2CN(S(=O)(=O)c3ccccc3)[C@H](c3ccccc3Br)C[C@@H]21	-2	4	-5	i	-15	5	-1	6	-12
CCOC(=O)c1cc(OC(C)=O)c2ccc(OC)c(OC)c2c1	0	-3	-7	x	0	11	-2	5	0
N#Cc1cc(C(=O)c2cc(Br)ccc2O)cn(C2CC2)c1=O	-1	-6	-27	i	-15	-27	3	14	6
COc1ccc2nc3oc(C(=O)N4CCN(c5cccc(Cl)c5)CC4)cc3cc2c1	-12	4	1	i	6	-1	x	2	17
C/C(=N/NC(=O)CNC(=O)c1ccco1)c1ccc(Cl)cc1	0	-5	6	i	9	-1	-1	16	-4
O=C(NC(=O)c1cccc(F)c1)OC[C@@H]1CCCN2CCCC[C@H]12	8.8*	4	-3	i	-4	4	0	-21	-6
Cc1cc(O)cc(O)c1C(=O)Cc1cscn1	-5	-2	-1	i	6	9	-3	15	0
CSc1ccc(NC(=O)NN(c2ccccc2)C2CCS(=O)(=O)C2)cc1 (centres undefined)	-1	-1	-4	i	-7	-1	-5	13	-3
CCCCN(Cc1cc2cc(OC)ccc2[nH]c1=O)C(=O)c1ccccn1	-4	0	4	i	-11	10	3	-8	-4
Cc1n[nH]c(=S)n(NC(=O)CC(=O)Nn2c(=S)[nH]nc(C)c2=O)c1=O	1	3	14	i	6	29	0	8	-2
COc1ccccc1-c1nc(C#N)c(N2CCC(C(N)=O)CC2)o1	-3	0	7	x	-9	3	2	-3	-8
Cc1nn(C)c(-c2n[nH]c(=S)n2Cc2ccco2)c1Cl	-2	0	-3	i	-2	-40	6	13	-12
CCOc1ccc(Br)cc1S(=O)(=O)N1CCSC1	-2	-2	3	i	0	7	-4	13	2
O=C(COc1cccnc1[N+](=O)[O-])Nc1c(Cl)cccc1Cl	-5	4	1	i	6	-14	4	7	0
CCC(C)NC(=O)c1cc(-c2cccs2)nc2ccccc12 (centres undefined)	-6	-1	-7	x	-1	6	-2	0	0
